MEX-5 binding – C. elegans MEX-5 TCR-2 RNA binding activity. AID 1832. activity score (negative = inhibition of binding), % at 10 µM. MEX-5/FITC-TCR2 RNA binding, fluorescence polarization; stronger effect = lower value. 0.38% of 300,000 active. Q9XUB2;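 active = inhibition past about -25% in most replicates, and total fluorescence under double the plate's negative control median, limit read from the data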;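 also: 0% = DMSO and -100% = 5 µM competing unlabeled TCR2 RNA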
GRK2 aptamer HTS – human GRK2 inhibition via aptamer displacement; bead flow cytometry, FAM-aptamer displacement from GRK2; inhibition of aptamer binding, % at 10 µM; 0.59% of 330,000 active; AID 488847;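 active = inhibition of aptamer binding above 40%, roughly 3 SD of noise, on plates passing a quality check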;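 also: median bead fluorescence of bound FAM aptamer so fluorescent compounds give negative values; no value below 0 was filed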
Target sequence (P25098 whole entry, looked up): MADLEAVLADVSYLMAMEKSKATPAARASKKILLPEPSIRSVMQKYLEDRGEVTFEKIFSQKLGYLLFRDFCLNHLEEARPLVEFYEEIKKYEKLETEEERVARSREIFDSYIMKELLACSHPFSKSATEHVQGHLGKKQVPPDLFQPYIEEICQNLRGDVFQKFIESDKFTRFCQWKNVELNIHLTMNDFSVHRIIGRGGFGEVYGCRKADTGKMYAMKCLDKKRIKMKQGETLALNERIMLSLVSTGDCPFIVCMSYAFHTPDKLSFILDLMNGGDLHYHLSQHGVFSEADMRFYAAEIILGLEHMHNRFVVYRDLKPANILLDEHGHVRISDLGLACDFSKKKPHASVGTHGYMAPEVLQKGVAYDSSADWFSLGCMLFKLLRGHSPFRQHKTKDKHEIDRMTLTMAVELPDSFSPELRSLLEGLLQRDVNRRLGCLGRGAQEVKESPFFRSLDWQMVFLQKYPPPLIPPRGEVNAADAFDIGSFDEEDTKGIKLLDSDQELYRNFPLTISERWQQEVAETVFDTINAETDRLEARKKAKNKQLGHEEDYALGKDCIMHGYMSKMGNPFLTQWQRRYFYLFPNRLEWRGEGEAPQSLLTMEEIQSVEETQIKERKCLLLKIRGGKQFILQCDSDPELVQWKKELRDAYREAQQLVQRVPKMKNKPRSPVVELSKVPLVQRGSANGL
PME-1 inh – PME-1 (human) inhibition | AID 2130 | recombinant PME-1, FP-Rh probe fluorescence polarization | Q9Y570 | inhibition, % at 5.9 µM | 0.53% of 320,000 active;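 active = inhibition above the campaign mean of all compounds plus 3 SD, cut at about 26% in these data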;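 also: competitive labeling of PME-1 active site by serine hydrolase directed probe; 0% = PME-1 with DMSO and 100% = wells lacking PME-1 enzyme; inhibitors block probe labeling so polarization falls and inhibition rises; many of its hits are not listed in these tables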
GLD-1 TGE inh – GLD-1-TGE RNA interaction inhibition (C. elegans); Q17339; purified GLD-1 + fluorescein TGE RNA, fluorescence polarization; inhibition, % at 5.96 µM; 0.44% of 320,000 active;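 active = percent inhibition above a per-plate cutoff, the plate mean of test compounds plus 3 SD, cut at about 30% in these data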;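 also: 0% = DMSO wells with GLD-1 and probe and 100% = wells lacking GLD-1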
MCL1-BIM inh – disrupts human MCL1 binding to BIM-BH3 peptide; 0.68% of 320,000 active; AID 2057; inhibition, % at 10.9 µM; GST-MCL1 / FITC-Bim-BH3 fluorescence polarization; Q07820;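 active = inhibition above the mean inhibition of all tested compounds plus 3 SD, set per campaign, cut at about 40% in these data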;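 also: 0% = DMSO wells and 100% = unlabeled Bim-BH3 peptide control; higher means more loss of mP so more displacement of Bim peptide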
Efflux pump inh – antifungal efflux pump inhibition, Nile Red retention. 0.44% of 330,000 active. S. cerevisiae Candida pump triplex. inhibition, % at 10 µM. AID 485275;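 active = plate passing quality check with inhibition over a set limit, or well fluorescence over plate mean plus 4 SD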;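 also: Nile Red retained in pooled yeast measured as flow cytometry median fluorescence; 0% = buffer negative control and 100% = Enniatin B positive control; higher means more Nile Red kept so more efflux inhibition; some compounds called inactive have numbers as strong as hits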
VLA-4 inh – inhibition in a human VLA-4 binding assay | 0.2% of 330,000 active | P13612 | inhibition, % (about 7 µM as worked out from the volumes in the protocol) | VLA-4 expressing cells, ligand binding flow cytometry | AID 2557; in the data active = inhibition above about 50%
BCLXL inh – inhibitors of human Bcl-xL | Q07817 | GST-Bcl-xL / FITC-Bim BH3 peptide fluorescence polarization | inhibition, % at 10.9 µM | 0.7% of 320,000 active | AID 2129;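 active = inhibition above the mean of all tested compounds plus 3 SD, cutoff set per campaign, cut at about 30% in these data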;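 also: 0% = DMSO wells and 100% = unlabeled Bim-BH3 peptide competitor; inhibitors lower millipolarization by displacing the labeled peptide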
Target sequence (Q07817 whole entry, looked up): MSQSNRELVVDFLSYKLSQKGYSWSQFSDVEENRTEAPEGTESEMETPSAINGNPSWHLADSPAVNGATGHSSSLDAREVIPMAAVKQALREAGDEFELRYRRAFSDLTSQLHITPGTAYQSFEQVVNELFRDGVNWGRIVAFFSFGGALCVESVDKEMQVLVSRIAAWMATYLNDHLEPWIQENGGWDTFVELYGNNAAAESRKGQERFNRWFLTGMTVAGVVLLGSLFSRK
Fam108B counter – blocks mouse Fam108B hydrolase in RBBP9 counter-screen; 0.33% of 300,000 active; recombinant Fam108B, FP-Rh probe fluorescence polarization; inhibition, % at 9.51 µM; AID 1947;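 active = inhibition above the screen mean inhibition plus 3 SD, computed separately per campaign, cut at about 18% in these data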;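 also: inhibitors lower polarization as less probe binds the enzyme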
Starred values were filed as active, the others as inactive; · = not tested or not shown. A portion of the library. The share of hits here may be higher or lower than overall.

SMILES	MEX-5 binding	GRK2 aptamer HTS	PME-1 inh	GLD-1 TGE inh	MCL1-BIM inh	Efflux pump inh	VLA-4 inh	BCLXL inh	Fam108B counter
COc1cccc(-c2cc(C(=O)N3CCN(C(=O)c4ccco4)CC3)on2)c1	-2.0	1	3	6	3	-0.1	-3	5	2
O=C1CN(C(=O)c2ccc(Br)o2)C(c2ccccc2)c2cc(F)ccc2N1 (stereo not drawn)	-1.7	3	2	-3	0	-0.1	-8	5	-2
COc1ccc(Cl)cc1C(=O)NNC(=O)c1nc2nc(C)cc(C)n2n1	-1.2	2	-3	-5	5	0.3	4	-6	4
COc1ccc(NC(=O)Nc2ccc(N(C)C)cc2)cc1	-0.5	1	-3	6	10	0.2	-4	10	0
CCOc1ccccc1CN1CCCC(C(=O)c2ccc(OC)c(OC)c2)C1 (stereo not drawn)	1.0	3	-2	-1	2	0.2	15	-2	4
O=C(O)C1CCC(=O)N1C1CCCC1 (stereo not drawn)	0.8	0	-5	1	-3	0.1	2	2	-5
Cc1ccc(NC(=O)COc2coc(CN3CCN(Cc4ccccc4)CC3)cc2=O)cc1	0.8	0	3	8	1	0.1	2	1	2
CCCOP(=O)(c1ccc(N(C)C)cc1)C(O)c1cccnc1 (stereo not drawn)	0.0	1	-9	7	3	-0.2	-2	5	-4
Cc1onc(-c2c(F)cccc2Cl)c1C(=O)N1CCN(c2ncc(Br)cn2)CC1	-1.3	0	-7	-2	-5	0.1	4	5	1
Cc1ccc(CNC(=O)CCC(=O)Nc2nnc(C(C)C)s2)cc1	-1.6	0	-2	4	-4	0.0	-18	-1	-5
O=C(Cc1ccc(Br)cc1)Nc1cccc(S(=O)(=O)N2CCOCC2)c1	·	0	-2	-4	-3	0.0	14	-2	·
CCC(=O)Nc1cccc(C(=O)/C=C/c2cccs2)c1	-1.3	0	-2	-2	9	-0.1	8	3	-4
Cc1ccc(OCCC(=O)NNC(=O)c2nn(C)c(=O)c3ccccc23)cc1	·	2	-1	-3	1	-0.1	-5	5	·
COC(=O)c1ccccc1S(=O)(=O)N1Cc2cc([N+](=O)[O-])ccc2Oc2ccccc21	3.4	8	-1	6	-1	-0.1	-3	3	-2
CCOC(=O)Cc1c(C)nc2c(-c3ccc(Cl)cc3)c[nH]n2c1=O	-0.3	0	-4	2	5	-0.1	-2	5	2
COc1ccc(N(C(=O)Cn2nnc(-c3ccc(Cl)cc3)n2)C(C(=O)NCC2CCCO2)c2ccncc2)cc1 (stereo not drawn)	-3.5	2	6	-2	2	-0.1	-4	4	2
COC(=O)[C@@]12CCCCN1[C@H](c1ccc(-c3cccc(Cl)c3)cc1)[C@@H]1C(=O)N(C)C(=O)[C@@H]12	·	0	·	5	·	-0.2	13	·	·
Cc1ccc(N(CCC(=O)Nc2nnc(C3CC3)s2)S(=O)(=O)c2ccccc2)cc1	-0.2	2	-2	1	8	10*	-2	3	-7
O=C(CC1C(=O)NCCN1CC1CCCCC1)NCc1ccc(Cl)cc1 (stereo not drawn)	2.1	0	-4	11	16	0.0	30	15	-2
CC(C)CC(=O)N1CCN(S(=O)(=O)c2ccccc2)CC1	-0.4	1	-13	4	1	-0.1	2	6	1
CSc1nc(N)c(C#N)c(-c2ccccc2Cl)c1C#N	-0.9	0	3	4	5	0.1	-11	1	0
Cn1c(CCc2ccccc2)nnc1SCC(=O)N1CCCC1	-1.5	2	2	7	3	0.0	5	2	-4
Cc1occc1C(=O)NNC(=S)NCc1ccc(Cl)cc1	0.2	4	4	10	10	0.1	-4	5	2
Cc1nnc(NC(=O)CCC(=O)N2CCC(C)CC2)s1	-0.9	2	-6	-2	2	-0.1	-5	0	-3
N#C/C(=C/c1ccc(OCc2ccc(C(=O)O)cc2)c(Br)c1)c1cccc(F)c1	-1.4	0	-9	-4	9	0.0	15	10	-13
Cc1ccc(NC(=O)Cc2nnc(SCC(=O)Nc3ccccc3)n2C)cc1	0.1	0	10	-4	-9	0.5	-1	1	4
COc1ccc(-c2ncncc2-c2ccc(Cl)cc2)c(O)c1	-0.2	0	-4	5	-3	0.0	2	3	-4
CN1CCN(C(=O)CN(C)S(=O)(=O)c2ccc(F)cc2)CC1	1.0	0	-2	-2	-4	0.2	10	-2	0
COc1cc(SC)ccc1C(=O)OCC(=O)N1CCCC1	-2.7	2	1	0	-2	-0.1	3	3	-1
CN(Cc1ccccc1)C(=O)c1ccc(NC(=O)Cc2cccc(NC(=O)C3CCN(C(=O)C4CCCC4)CC3)c2)cc1	·	3	-2	-1	3	0.3	-2	4	·
O=C(Nc1ccccc1Cl)N(Cc1nc2ccccc2c(=O)[nH]1)Cc1cccs1	-0.4	0	-2	-6	3	-0.4	24	-1	-4
Cc1nnc(NC(=O)c2csc3c2CCC(C)C3)s1 (stereo not drawn)	2.6	0	10	1	-2	0.1	3	3	-2
CN(Cc1ccccc1Cl)C(=O)c1cc2ccccc2o1	0.0	0	3	10	3	0.1	-1	1	1
CCOc1ccc(NC(=O)CN(C)C(=O)c2cc(C)oc2C)cc1OCC	-0.9	0	-1	-2	-1	-0.1	-2	0	3
NC(=O)NC(=O)CC1S/C(=N/N=C/c2ccccc2)NC1=O (stereo not drawn)	-0.3	2	-10	-7	-2	0.0	4	-1	-4
COc1ccc(OC)c(NC(=O)CSc2ncccn2)c1	0.5	0	-1	1	-16	0.0	14	-7	-2
O=C(Nc1sc2c(c1C(=O)NCC1CCCO1)CCCC2)c1cccs1 (stereo not drawn)	0.8	0	-6	4	-3	-0.1	-33	2	-4
CCN(CC)CCN1C(=O)C(=O)/C(=C(/O)c2ccncc2)C1c1ccccc1 (stereo not drawn)	0.8	1	-1	1	-7	0.1	3	-7	2
Cc1ccc2oc3c(c(=O)c2c1)C(c1cccs1)N(CCCN(C)C)C3=O (stereo not drawn)	-0.6	2	4	4	14	-0.1	-3	13	-1
CCOc1ccc(S(=O)(=O)Nc2cc(S(=O)(=O)N3CCOCC3)ccc2OC)cc1	·	0	-1	6	6	0.0	-5	1	·
CCOC(=O)C1=C(CSCc2ccccc2)NC(=O)NC1c1cc(C)ccc1C (stereo not drawn)	0.8	3	5	2	3	0.1	5	8	-5
COc1cc(OC)cc(OC(=O)C2CCN(C(=O)c3ccc(Cl)cc3)CC2)c1	·	0	1	3	1	0.3	-33	8	·
Cc1ccc(NC(=S)N=Nc2c(O)n(C)c3ccc(S(=O)(=O)N4CCOCC4)cc23)cc1C	2.4	7	0	-1	5	0.6	21	3	0
[N-]=[N+]=N[C@@H](CCN1CC[C@H](O)CCC1=O)c1ccccc1	-0.8	1	9	5	6	-0.2	12	5	2
CCN=C1SC(CC(=O)Nc2sc3c(c2C#N)CCCC3)C(=O)N1CC (stereo not drawn)	0.0	0	-12	11	8	0.1	-6	10	6
NC(=O)CSc1nnc(-c2ccc(S(=O)(=O)N3CCOCC3)cc2)n1CC1CCCO1 (stereo not drawn)	2.8	1	-2	-3	5	0.1	8	1	-3
Cc1ccccc1C(=O)N1CCC(C(=O)Nc2ccc(S(=O)(=O)N3CCCCC3)cc2)CC1	-0.9	3	1	1	-20	0.2	-2	-4	5
CC1SC(c2ccccc2Cl)NC1=O (stereo not drawn)	1.1	2	-3	5	2	0.0	12	8	0
COCCOC(=O)C1=C(C)Nc2ncnn2C1c1ccc(F)cc1 (stereo not drawn)	-2.0	1	1	4	10	0.0	9	6	-1
Cc1ccccc1NC1=C(Cl)C(=O)OC1OC(=O)c1ccco1 (stereo not drawn)	-0.9	2	3	1	3	-0.1	0	1	0
CCOc1ccc(-n2c(SCC(N)=O)nnc2-c2ccco2)cc1	-0.8	1	·	·	·	-0.1	-4	·	·
Clc1ccccc1CSc1nncn1NC/C=C/c1ccccc1	-1.7	0	9	5	0	7.6*	17	3	3
COC(=O)CC(NC(=S)NC(=O)c1ccccc1)c1ccc(Br)cc1 (stereo not drawn)	2.7	0	0	-2	9	-0.2	6	-1	0
COc1cc(/C=C2/SC(=S)N(CC(=O)O)C2=O)ccc1OCC(=O)Nc1ccc(C)c(C)c1	-4.2	0	0	-12	1	0.3	2	-1	-2
Cc1cc(C)c(S(=O)(=O)NCC(c2ccc3c(c2)OCO3)N2CCOCC2)c(C)c1 (stereo not drawn)	2.6	1	1	-3	4	0.0	-3	3	3
Cc1nc(C)c(C(=O)N2CCCC(C(=O)c3ccc(Cl)cc3C)C2)s1 (stereo not drawn)	0.5	2	-4	7	1	0.2	-97	-1	1
O=C(COC(=O)CCC1CCCC1)Nc1cccc(S(=O)(=O)N2CCOCC2)c1	-3.8	28	0	-4	-4	0.1	-1	0	-4
C/C(=N\N=C1\NC(=O)CS1)c1cccs1	-0.3	2	9	4	5	-0.2	15	5	-1
COc1ccc([C@H]2CC(=O)C=C(c3cc(C=O)ccc3OC)C2)cc1OC	·	1	9	-7	0	-0.1	0	1	·
FC(F)Oc1ccc(-c2csc(=Nc3cccnc3)n2CC2CCCO2)cc1 (stereo not drawn)	-0.3	2	1	1	8	0.1	25	1	1
The listing continues.
SMILES	MEX-5 binding	GRK2 aptamer HTS	PME-1 inh	GLD-1 TGE inh	MCL1-BIM inh	Efflux pump inh	VLA-4 inh	BCLXL inh	Fam108B counter
Cc1nc2ccccc2n1C(=O)c1ccccc1[N+](=O)[O-]	-1.3	0	-1	-5	-8	0.1	15	-5	-5
Cc1cc(OCc2cccc(S(=O)(=O)N3CCOCC3)c2)ccc1Cl	·	5	3	5	0	0.1	13	3	·
Cc1ccc(S(=O)(=O)N2CCCCC2)cc1NC(=O)CSc1ncn[nH]1	2.1	0	-1	-4	0	0.1	27	1	0
CCCN1C2CCCC1CC(NC(=O)c1ccccc1Br)C2 (stereo not drawn)	-2.3	3	1	6	-6	0.0	4	-1	-1
O=C(CCSc1ccccn1)c1ccccc1	2.0	0	-1	-6	5	0.3	0	8	-2
Cc1oc(-c2ccccc2Cl)nc1Cn1cccc1C1=NC(c2ccccc2)CO1 (stereo not drawn)	1.4	0	2	9	2	0.0	-4	2	7
COC(=O)CC(=O)N1CCN(c2ccc(Cl)c(Cl)c2)CC1	2.7	1	-1	-6	2	0.4	0	-3	3
O=C(O)CNc1nc(-c2ccccc2)nc2ccccc12	1.8	2	-2	3	-4	0.0	1	-4	-1
CC(=O)Nc1ccc(NC(=O)c2sc(-c3ccccc3)nc2C)cc1	-0.5	0	-3	1	-6	-1.5	2	-1	3
CCCNC(=O)c1ccc(OC)cc1OC	-0.7	2	-4	0	1	-0.2	12	6	-6
CS(=O)(=O)c1ccc(Cl)c(NC(=O)COC(=O)CNC(=O)c2sc3ccccc3c2Cl)c1	-0.5	4	-13	-2	2	0.2	-10	4	-3
Cn1cc(C(=O)NCN2CCCCC2)c2ccccc21	2.7	0	3	-1	1	0.1	-1	2	0
COc1cccc(Nc2ncccc2C(=O)O)c1	0.4	1	2	3	1	-0.1	15	6	3
CCOC(=O)N/N=C/C(Cl)=C/c1ccccc1	-3.6	3	-4	11	3	-0.1	1	4	8
Oc1ccc(Cl)cc1CNc1cccc2cccnc12	-2.3	0	7	5	11	0.4	-2	5	21*

Bioassay records deposited in PubChem by several laboratories.
